Compound activity deposited in PubChem by The Scripps Research Institute Molecular Screening Center.
FBW7 activator = FBW7 E3 ligase activators, primary screen, biochemical, AlphaScreen, human; F-box/WD repeat-containing protein 7 (Homo sapiens), Q969H0; AlphaScreen FBW7–phospho-cyclin E peptide binding, activator screen; normalized activity (activation), % at 26.1 µM; actives 0.13% (n = 650,000); in the data active = normalized activity above about 1.9%;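 note: purified mutant Fbw7 with reduced substrate affinity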
TEAD-YAP block = TEAD-YAP interaction inhibition, primary screen, TEAD-YAP interaction inhibitor project, luminescence, HEK-TIYL cells; actives 1.4% (n = 640,000); inhibition, % at 9.12 µM; AID 1259422, 2018; TEAD-Gal4/YAP UAS-luciferase luminescence; in the data active = inhibition above about 32%;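 note: 0% = median of test compound wells and 100% = reference inhibitor wells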
GPR151 ag = activators of human GPR151, primary screen, cell-based, PathHunter beta-arrestin, luminescence. G-protein coupled receptor 151 (Homo sapiens), Q8TDV0. PathHunter beta-arrestin GPR151 cells. actives 1% (n = 650,000). activation, % at 11.2 µM; in the data active = activation above about 4.9%;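 note: 0% = median of compound wells and 100% = cells with positive control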
Target sequence (Q8TDV0 whole entry, looked up): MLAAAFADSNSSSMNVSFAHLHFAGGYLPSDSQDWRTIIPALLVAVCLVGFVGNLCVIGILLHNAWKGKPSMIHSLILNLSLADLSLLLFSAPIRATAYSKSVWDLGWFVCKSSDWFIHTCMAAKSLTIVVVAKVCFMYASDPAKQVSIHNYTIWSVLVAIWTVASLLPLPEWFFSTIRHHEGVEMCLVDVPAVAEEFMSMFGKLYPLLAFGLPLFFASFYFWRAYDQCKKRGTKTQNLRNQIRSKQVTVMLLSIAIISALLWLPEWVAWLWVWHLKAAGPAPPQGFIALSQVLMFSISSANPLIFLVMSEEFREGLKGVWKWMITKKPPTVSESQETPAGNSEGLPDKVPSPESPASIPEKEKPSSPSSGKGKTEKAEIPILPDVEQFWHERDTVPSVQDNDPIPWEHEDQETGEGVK
MITF inh = MITF inhibitors, primary screen, biochemical, AlphaScreen, human. AlphaScreen MITF homodimerization, bead proximity signal. actives 0.91% (n = 650,000). Microphthalmia-associated transcription factor (Homo sapiens), O75030. inhibition, % at 2.6 µM. AID 1259374, 2018; in the data active = inhibition above about 50%;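 note: 0% = vehicle wells with protein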
Target sequence (O75030 whole entry, looked up): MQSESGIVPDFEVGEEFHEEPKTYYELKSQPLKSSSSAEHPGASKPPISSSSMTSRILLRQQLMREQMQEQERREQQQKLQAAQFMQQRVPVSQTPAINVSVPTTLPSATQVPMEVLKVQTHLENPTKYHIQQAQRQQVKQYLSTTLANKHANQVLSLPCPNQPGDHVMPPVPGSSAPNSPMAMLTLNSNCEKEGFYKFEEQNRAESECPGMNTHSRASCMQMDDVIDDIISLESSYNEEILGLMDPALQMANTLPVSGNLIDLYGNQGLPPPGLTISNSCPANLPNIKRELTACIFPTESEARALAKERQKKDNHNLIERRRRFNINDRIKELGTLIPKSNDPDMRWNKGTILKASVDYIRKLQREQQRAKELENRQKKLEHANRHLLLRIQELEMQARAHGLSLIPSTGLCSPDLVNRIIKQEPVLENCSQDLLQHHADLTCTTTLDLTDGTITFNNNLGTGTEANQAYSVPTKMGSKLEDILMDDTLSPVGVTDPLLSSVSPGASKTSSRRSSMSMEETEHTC
The depositor's hits bear a star.

SMILES	FBW7 activator	TEAD-YAP block	GPR151 ag	MITF inh
CC(=O)N1CCc2cc(-c3nc(NC(=O)Cc4cccs4)sc3C)ccc21	-0.2	20	1.8	8
O=C(CN1CCOCC1)N1c2ccccc2CCc2ccccc21	0.5	-10	-0.9	-3
CNC(=S)NNc1ccc(C)cc1C	-0.1	0	-0.8	-1
O=C(Nc1ccc(-c2noc(-c3ccccc3)n2)cc1)c1ccco1	0.0	-20	-0.3	3
O=C1NC(=O)/C(=C\c2cccn2-c2ccc(Br)cc2)N1	-0.2	18	0.5	8
N#C/C(=C\c1ccco1)C(=O)Nc1ccccc1I	-0.2	-36	0.8	-9
CC(=O)CSc1nnc(-c2cnccn2)n1C	0.0	-4	-0.5	24
COc1cccc(/C=C(\C#N)c2nc3ccc(C)cc3[nH]2)c1O	-0.1	-77	-1.0	11
Cc1ccc(OCc2nnc(SCC(=O)NC3CCCCC3C)o2)cc1 (configuration not stated)	0.1	-3	1.1	6
O=C1CSC(c2ccc([N+](=O)[O-])cc2)N1CC1CCCO1 (configuration not stated)	-0.1	9	0.8	3
COCCn1c(=O)[nH]c2cc(C(=O)N3CCN(c4cc(C)ccc4C)CC3)ccc2c1=O	-0.1	23	0.6	7
Fc1ccc(CSc2nc(NCCc3ccccc3)c3ccccc3n2)cc1	0.7	-4	-2.0	6
COC(=O)c1c(OC2CCCC2)cc(=O)n2c1CCN(C(=O)c1ccco1)CC2	0.1	-4	-0.9	-1
O=c1[nH]c(O)c(C=Nc2ccc([N+](=O)[O-])cc2Cl)c(=O)[nH]1	-0.6	-3	0.3	3
Cc1cc(-c2ccccc2)[n+]2ccccc2n1	0.1	-18	-0.3	-7
COCCc1ccc(OCC(=O)Nc2ccc(C(C)=O)cc2)cc1	-0.1	3	0.6	5
COc1ccc(CN2CCN(S(=O)(=O)c3ccccc3)CC2)c(OC)c1OC	0.0	-6	0.2	-1
COc1cc(C(C)=O)ccc1OCCCN1CCN(Cc2ccccc2)CC1	0.0	-4	-0.1	30
CC1=C(C#N)c2nc(N)c(C#N)c(C)c2/C1=C/c1cccc(F)c1	0.1	3	-0.9	9
O=C(Nc1c2c(nn1-c1cccc(Cl)c1)CS(=O)(=O)C2)c1ccccc1Cl	0.0	0	2.7	-10
CSc1ccc(S(=O)(=O)N(CC(=O)N2CCC(C)CC2)c2ccc(C)cc2)cc1	0.2	17	0.1	13
CCc1n[nH]c(=S)n1/N=C/c1ccc(N(CC)CC)cc1	-0.3	2	0.8	1
Cc1cc(C(C)(C)C)ccc1OCCOCCN1CCOCC1	0.0	3	0.9	73*
COc1c(OC(C)=O)ccc(/C=N/NC(=O)COc2c(C)ccc(C)c2C)c1[N+](=O)[O-]	0.6	52*	1.7	7
NCCCC[C@@H]1NC(=O)[C@H]2CN(Cc3cccc4ncccc34)CCN2C1=O	0.2	9	0.0	14
COc1ccc(C)cc1NC(=O)CNC(C)C(=O)Nc1ccc(C(C)=O)cc1 (configuration not stated)	0.0	2	-0.3	9
CC(=O)c1ccc(NC(=O)/C(=C/c2ccc(Br)cc2)NC(=O)c2ccccc2F)cc1	-0.1	-1	-0.3	-4
COC(=O)c1cnn2c1NCN(CCc1ccc(OC)c(OC)c1OC)C2	-0.1	-6	0.1	-6
N#Cc1ccc(S(=O)(=O)Nc2ccccc2C(N)=O)cc1	0.1	4	-0.8	5
CCCCOc1cccc(C(=O)Nc2ccc(S(=O)(=O)Nc3cc(C)on3)cc2)c1	0.0	10	0.0	0
Clc1ccc(OCCn2cnc3ccccc32)c(Cl)c1	-0.1	-54	-0.8	-4
Cc1cc(C(=O)NN=C2c3ccccc3-c3ccccc32)c(C)o1	-0.1	-6	-2.6	-3
N#CCc1nc2cc(C(F)(F)F)ccc2s1	-0.1	-2	3.5	8
N=c1c(C(=O)NCc2cccnc2)cc2c(=O)n3ccccc3nc2n1Cc1ccccc1	-0.2	-6	-0.5	0
O=C1NC(=S)S/C1=C/c1ccccc1F	-0.1	-8	-2.0	18
Cc1noc(C(=O)NCCCn2ccnc2)c1Cl	0.2	0	-1.5	17
CCC(C)Nc1nc(Cl)nc(N(C#N)CN2C(=O)c3ccccc3S2(=O)=O)n1 (configuration not stated)	0.0	-1	0.3	14
CCOc1ccccc1NC(=O)c1cc([N+](=O)[O-])ccc1N1CCCCCC1	-0.3	-5	2.0	-1
CCc1nn(CC(=O)NCCCN2C(C)CCCC2C)c(=O)c2cc3occc3n12 (configuration not stated)	0.0	9	-0.6	11
CSc1ccccc1NC(=O)c1nnn(-c2ccccc2)c1C	0.9	-37	-1.1	9
Cc1nn(CC2CC2)c(=O)c2cc3occc3n12	0.0	5	0.7	-3
CC(=O)c1ccc(S(=O)(=O)N2CCc3nc(N4CCCCC4)[nH]c(=O)c3C2)cc1	0.0	0	2.2	-7
CC1(C)C2CCC1(C)C(OC(=O)CN1C(=O)c3ccccc3C1=O)C2 (configuration not stated)	-0.2	-17	0.0	-2
COc1cccc(C(=O)N2CCN(Cc3ccc(Br)cc3)CC2)c1	-0.2	8	-0.1	61*
CC(C(=O)N1C(C)CCCC1C)N1C(=O)c2ccccc2C1=O (configuration not stated)	-0.1	-5	-0.9	12

The closing 7 entries of the part above come first, to join the parts.
SMILES	FBW7 activator	TEAD-YAP block	GPR151 ag	MITF inh
CCc1nn(CC(=O)NCCCN2C(C)CCCC2C)c(=O)c2cc3occc3n12 (configuration not stated)	0.0	9	-0.6	11
CSc1ccccc1NC(=O)c1nnn(-c2ccccc2)c1C	0.9	-37	-1.1	9
Cc1nn(CC2CC2)c(=O)c2cc3occc3n12	0.0	5	0.7	-3
CC(=O)c1ccc(S(=O)(=O)N2CCc3nc(N4CCCCC4)[nH]c(=O)c3C2)cc1	0.0	0	2.2	-7
CC1(C)C2CCC1(C)C(OC(=O)CN1C(=O)c3ccccc3C1=O)C2 (configuration not stated)	-0.2	-17	0.0	-2
COc1cccc(C(=O)N2CCN(Cc3ccc(Br)cc3)CC2)c1	-0.2	8	-0.1	61*
CC(C(=O)N1C(C)CCCC1C)N1C(=O)c2ccccc2C1=O (configuration not stated)	-0.1	-5	-0.9	12
COc1ccc(C(=O)Oc2cccc(C=C3C(=O)NC(=O)NC3=O)c2)cc1	0.0	8	-1.1	2
CC(=O)Nc1cccc(C(=O)N/N=C/c2cccc(C)n2)c1	0.2	-2	0.0	-3
COc1ccccc1CNC(=O)C1CC(=O)N(c2ccc(C)cc2)C1 (configuration not stated)	-0.3	1	0.2	-4
COc1ccc(-c2noc(N3CCCC(C(=O)Nc4ccc(F)cc4F)C3)n2)cc1 (configuration not stated)	0.2	-5	0.0	11
CCOC(=O)N1CCC(n2c(SCC(=O)NCCc3ccccc3)nc3ccccc3c2=O)CC1	-0.1	-25	-1.4	5
COc1ccc(C(=O)N2C(=S)NC(=O)/C2=C\c2ccc(C)cc2)cc1	-0.2	-13	-2.2	2
CC(=O)c1c(C)nc2ccc(Cl)cc2c1-c1ccccc1	0.0	-6	-0.3	6
CC(=O)Nc1ccc(C2C=C(c3ccc(C)cc3)Nc3ncnn32)cc1 (configuration not stated)	-0.1	-32	0.3	-1
CCOC(=O)c1ccc(NC(=O)COc2cccc3c(=O)n(C)ccc23)cc1	0.0	-6	0.0	0
COc1ccccc1CCc1nnc(CCC(=O)N(C)C(C2CC2)C2CC2)o1	0.0	-33	4.7	5
NS(=O)(=O)c1ccc(CCNC(=O)CN2CCNC(=O)C2)cc1	0.4	9	0.8	7
Cc1cccc(CN2CCC3(CC2)CC3C(=O)N2C[C@@H](C)O[C@@H](C)C2)n1 (some centres not stated)	-0.1	-2	0.0	-12
CCOc1ccccc1-c1c(C#N)c(N)nc2c1CCCCC2	-0.1	-18	1.6	9
CCCC(=O)N1c2ccccc2-c2nnc(SC)nc2OC1C (configuration not stated)	0.3	5	0.4	18
COc1ccc2[nH]c3c(=O)n(CCC(=O)NC4CC4)c(=S)[nH]c3c2c1	-0.4	11	0.3	-3
Cc1ccc2c(c1)cc(C)c1nn(CC(=O)N3CCCCC3)c(=O)n12	0.1	5	-0.3	-2
Cc1ccc(-n2c(-c3ccc4[nH]c(C)c(C)c4c3)n[nH]c2=S)c(C)c1	-0.1	-6	0.6	13
Cc1cc2ccccc2nc1SCCN(C)C	0.0	-2	-0.4	-8
CC(=O)N1CCN(C(=O)COc2ccccc2F)CC1	0.0	-2	-0.7	-3
c1cc(OCCN2CCCCC2)ncc1-c1ccc2c(c1)OCO2	-0.3	-2	1.5	-1
S=C(NCC1CCCO1)N1CCn2c(nc3ccccc32)C1 (configuration not stated)	0.3	2	-0.3	0
O=C(COC(=O)C1CCCO1)Nc1cc(Cl)cc(Cl)c1 (configuration not stated)	0.0	0	0.9	4
CCCC(=O)Nc1ccc(N2CCCS2(=O)=O)cc1	0.0	3	-0.3	-2
Ic1ccc(OCCCCN2CCNCC2)cc1	0.1	-54	0.3	14
C=CCn1c(=O)c2ccccc2n2c(SCC(=O)NC(=O)NC3CCCC3)nnc12	0.1	4	0.0	-7
CCOc1cc(C(=S)N2CCCC2)ccc1OCc1ccccc1Cl	-0.2	-3	-1.6	-1
Cc1cccc(-n2ncc3c(Nc4cccc5c4CCCC5)ncnc32)c1	0.1	42*	0.5	18
COc1ccc2nc(N3CCCC(C(=O)NC(C)C)C3)sc2c1 (configuration not stated)	0.0	-8	-0.3	6
O=C(Nc1cc2c3c(c1)CCN3C(=O)CC2)c1ccc(F)cc1	0.3	11	1.7	21
Cc1cnc(-c2ccc3[nH]ccc3c2)nc1NCCCN1CCCC1=O	-0.1	6	1.4	18

In the list so far, these have a Cl atom.
SMILES	FBW7 activator	TEAD-YAP block	GPR151 ag	MITF inh
O=c1[nH]c(O)c(C=Nc2ccc([N+](=O)[O-])cc2Cl)c(=O)[nH]1	-0.6	-3	0.3	3
O=C(Nc1c2c(nn1-c1cccc(Cl)c1)CS(=O)(=O)C2)c1ccccc1Cl	0.0	0	2.7	-10
Clc1ccc(OCCn2cnc3ccccc32)c(Cl)c1	-0.1	-54	-0.8	-4
Cc1noc(C(=O)NCCCn2ccnc2)c1Cl	0.2	0	-1.5	17
CCC(C)Nc1nc(Cl)nc(N(C#N)CN2C(=O)c3ccccc3S2(=O)=O)n1 (configuration not stated)	0.0	-1	0.3	14
CC(=O)c1c(C)nc2ccc(Cl)cc2c1-c1ccccc1	0.0	-6	-0.3	6
O=C(COC(=O)C1CCCO1)Nc1cc(Cl)cc(Cl)c1 (configuration not stated)	0.0	0	0.9	4
CCOc1cc(C(=S)N2CCCC2)ccc1OCc1ccccc1Cl	-0.2	-3	-1.6	-1

Further results follow.
SMILES	FBW7 activator	TEAD-YAP block	GPR151 ag	MITF inh
NC(=O)CSc1nc2c(sc3ccc([N+](=O)[O-])cc32)c(=O)n1Cc1ccccc1	0.1	-5	0.5	11
Nc1nc(NCc2nc3ccccc3[nH]2)cc(Nc2nccc3ccccc23)n1	-0.2	-17	-1.3	-1
CN(C(=O)c1ccccc1F)C1CCCCC1	0.1	0	1.0	-19
COc1ccccc1C1C2=C(Nc3c1c(=O)[nH]c(=O)n3C)c1ccccc1C2=O (configuration not stated)	0.4	8	2.2	17
CCOC(=O)c1ccc(Nc2cc3ccccc3c(=O)[nH]2)cc1	0.3	-17	-1.1	9
C=CCNc1nc(N)c(C(=O)C23CC4CC(CC(C4)C2)C3)s1	0.0	14	0.9	-1
Cc1nnc(NC(=O)C2CCCN(S(=O)(=O)c3ccccc3C(F)(F)F)C2)s1 (configuration not stated)	-0.1	-8	1.3	2
Cc1cc(O)c(C2=NCCSC(c3ccccc3Br)C2)c(=O)o1 (configuration not stated)	0.0	10	-0.6	-7
Cc1cc(C(=O)CSc2nc3ccccc3o2)c(C)n1CC1CCCO1 (configuration not stated)	0.4	-71	-0.3	-33
Cc1nnc(C)c2c(C)n(-c3ccc(Br)cc3)c(C)c12	0.0	8	-0.4	4
O=C1CCCN1CCn1cnc2c(Nc3ccc(N4CCOCC4)cc3)nc(Nc3ncccn3)nc21	-0.2	-6	-0.6	4
O=C1CC(C(F)(F)F)=Nc2ccccc2N1	0.0	-3	1.2	5
CC(c1ccncc1)N(CCN(C)C)C(=O)Nc1ccc(Cl)cc1 (configuration not stated)	0.2	-5	-0.8	14
Cc1ccc(N=C2NC(=O)C(Cc3cccc(Cl)c3)S2)cc1 (configuration not stated)	0.0	-2	-0.5	11
COc1ccc(C2CC(=O)Nc3cc(OC)c(OC)cc32)cc1O (configuration not stated)	0.2	-21	-0.9	5
CCOc1ccc(NC(=O)c2cc(S(=O)(=O)N3CCc4ccccc4C3)ccc2F)cc1	0.0	0	-1.4	-3
Cc1cc(C(=O)Nc2ccc(O)c(C(=O)O)c2)c(C)o1	-0.2	1	-0.6	3
COc1ccc(CCNC(=O)c2cnn3cc(Br)cnc23)cc1OC	0.9	-1	-1.4	14
N#C/C(=C/c1ccc[nH]1)c1ccc(C#N)cc1	-0.2	-16	0.2	9
O=C(Cn1c(=O)oc2ccccc21)NCc1ccc(F)cc1	0.0	-4	0.9	15
COc1ccc(CC(C)CC(=O)Nc2ccc(I)cc2)cc1 (configuration not stated)	0.3	1	-0.7	11

Pulled one by one from above, two records:
SMILES	FBW7 activator	TEAD-YAP block	GPR151 ag	MITF inh
COc1ccc(CCNC(=O)c2cnn3cc(Br)cnc23)cc1OC	0.9	-1	-1.4	14
Cc1cc(C(=O)Nc2ccc(O)c(C(=O)O)c2)c(C)o1	-0.2	1	-0.6	3
